# Screens as filed in PubChem BioAssay.
# Large T inhibition – SV40 large T antigen inhibitors, biochemical (AID 1903). SV40 large T antigen ATPase/helicase inhibition assay; higher % means a stronger effect. hit rate 0.39% among 310,000. inhibition, % at 20 µM, or IC50 in µM where a hit was titrated; in the data active = a potency from the dose series; inconclusive = inhibition mostly from about 32% at the one dose, without a potency; inactive = the rest, 99 in 100 with inhibition below about 32%; also: strong numbers were not always called active
# West Nile virus CPE – West Nile virus antiviral activity, cell-based, CPE readout (AID 1621). one-dose CPE inhibition, % at 10 µM; IC50 in µM for titrated hits. hit rate 0.02% among 290,000. West Nile virus-infected cells, CPE inhibition; higher % means a stronger effect; in the data active = a potency from the dose series; inconclusive = CPE inhibition mostly from about 3.7% at the one dose, without a potency; inactive = the rest, 99 in 100 with CPE inhibition below about 2.2%; also: strong numbers were not always called active
# NTR1 ag – agonists of NTR1, primary screen, imaging, U2OS cells, beta-arrestin-GFP, high content (AID 493036); hit rate 0.17% among 330,000; NTR1-U2OS beta-arrestin-GFP spot imaging, agonist mode; activation, % at 20 µM; Neurotensin receptor type 1 (Homo sapiens), P30989;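 active = activation at or above 40% of the spot to cytoplasm intensity ratio, with at least 20 cells analyzed; inconclusive = wells under 20 cells, flagged as cytotoxic or low count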;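 also: 0% = DMSO without peptide and 100% = 100 nM NTR1 peptide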
# Target sequence (P30989 whole entry, looked up): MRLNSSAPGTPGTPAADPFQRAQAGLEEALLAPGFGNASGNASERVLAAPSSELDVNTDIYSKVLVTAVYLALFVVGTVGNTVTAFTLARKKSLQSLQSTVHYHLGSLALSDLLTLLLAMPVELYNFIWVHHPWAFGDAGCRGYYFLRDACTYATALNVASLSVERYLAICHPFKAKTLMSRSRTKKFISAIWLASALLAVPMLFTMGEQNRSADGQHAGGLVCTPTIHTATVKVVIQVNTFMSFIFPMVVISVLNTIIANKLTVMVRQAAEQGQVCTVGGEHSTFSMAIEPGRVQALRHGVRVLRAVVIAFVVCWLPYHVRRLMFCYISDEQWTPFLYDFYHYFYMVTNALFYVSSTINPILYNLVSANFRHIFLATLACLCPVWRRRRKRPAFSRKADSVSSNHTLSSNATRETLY
# K1F lysis inhibition – inhibition of K1F phage lysis, E. coli UTI89, bacterial capsule biogenesis inhibitors, alamar blue (AID 488966); E. coli UTI89 K1F phage lysis, alamar blue, 2 h; higher % means a stronger effect; one-dose inhibition, % at 100 µM; IC50 in µM for titrated hits; hit rate 0.02% among 340,000;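 active = phage lysis inhibition, versus mean bacterial control, above a set limit; inconclusive = no clear call, values can overlap the other calls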;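 also: capsule biogenesis inhibitors block K1F phage lysis so surviving cells raise fluorescence; higher fluorescence means more inhibition of phage lysis; actives were called in the ten point dose series up to 300 µM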
# RSV CPE inhibition – RSV antiviral activity via CPE protection, HEp-2 cells, primary 10 µM value included (AID 2391); one-dose CPE inhibition, % at 10 µM; IC50 in µM for titrated hits; hit rate 0.13% among 310,000; HEp-2 cells, RSV-induced CPE inhibition; higher % means a stronger effect; in the data active = a potency from the dose series; inconclusive = CPE inhibition mostly from about 23% at the one dose, without a potency; inactive = the rest, 99 in 100 with CPE inhibition below about 21%; also: strong numbers were not always called active
# MgcRacGAP inhibition – MgcRacGAP GTPase-activating activity inhibitors, confirmation, biochemical, ADP Hunter fluorescence. Rac GTPase-activating protein 1 (Homo sapiens). MgcRacGAP-stimulated Rac1 GTP hydrolysis, ADP Hunter fluorescence; higher % means a stronger effect; GST-tagged Rac1 F28L mutant substrate. one-dose inhibition, % at 30 µM; IC50 in µM for titrated hits. hit rate 0.6% among 340,000;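 active = first-screen hits whose inhibition reached a set limit at any dose in the follow-up dose series; inconclusive = inhibition above the set first-screen limit but never retested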;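 also: fluorescence reports GDP produced by GAP-driven GTP hydrolysis; strong numbers were not always called active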
# AID2073 – inhibitors of Mint1-CaV2.2 protein interaction, biochemical, HTRF (AID 2073) | Voltage-dependent N-type calcium channel subunit alpha-1B (Homo sapiens) | HTRF protein-protein interaction, Mint1-CaV2.2; higher % means a stronger effect | one-dose inhibition, % at 20 µM; IC50 in µM for titrated hits | hit rate 0.19% among 290,000; in the data active = inhibition mostly above about 51%, no sharp cut-off; inconclusive = no clear call, values can overlap the other calls; inactive = mostly below about 53%; also: some results filed as inactive read as strong as hits
# SIAH1 antagonists – Siah-1 peptide-binding antagonists, primary screen, biochemical, fluorescence polarization, rhodamine-plectin, uHTS (AID 1817) | hit rate 0.02% among 290,000 | E3 ubiquitin-protein ligase SIAH1 (Homo sapiens) | displacement, % at 20 µM, or IC50 in µM where a hit was titrated | Siah-1 / rhodamine-plectin peptide fluorescence polarization; higher % means a stronger effect;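 active = displacement of at least 50% at 20 µM, with a fluorescence ratio check between 0.3 and a set limit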;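 also: plate controls were Siah plus tracer with DMSO for no effect and tracer alone without Siah for full effect; strong numbers were not always called active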
# Dengue-2 NS5 capping – Dengue-2 NS5 methyltransferase inhibitors, primary screen, biochemical, confirmation dose response (AID 588689). Dengue-2 NS5 methyltransferase capping enzyme assay, biochemical; higher % means a stronger effect. inhibition, % at 25 µM; hits with a dose series show IC50 in µM. hit rate 0.3% among 340,000; in the data active = a potency from the dose series; inconclusive = inhibition above about 29% without an active follow-up result
# NTR1 ag cell count 20 µM – further read-out of NTR1 ag, marked with its call; cell count; measured here: cell count, cytotoxicity flag
# Dengue-2 NS5 capping pilot replicate – recorded beside Dengue-2 NS5 capping, whose call it bears; inhibition, %; measured here: pilot screen replicate inhibition
# The depositor's hits bear a star; ? = inconclusive; . = no result given; [ ] = dose if it differs, or a comment. The order is random (roughly 1.6% active in at least one column).
SMILES,Large T inhibition,West Nile virus CPE,NTR1 ag,NTR1 ag cell count 20 µM,K1F lysis inhibition,RSV CPE inhibition,MgcRacGAP inhibition,AID2073,SIAH1 antagonists,Dengue-2 NS5 capping,others
CC(=O)Nc1cccc(-c2csc(Nc3ccc(Cl)cn3)n2)c1,5%,1.4%,38,42,-0.2%,41%,11%,5%,2%,-15%,
FC(F)(F)c1ccc(Cl)c(N/N=C/c2ccc(N3CCOCC3)s2)c1,10%,-1.2%,-0.5,48,1.4%,?,8%,15%,-2%,-33%,
CC(=O)C1CCN(Cc2ccccc2)CC1,3%,-0.1%,0.3,65,2.5%[50 µM],-0.5%,5%,8%,2%,-3%,
O=C(C#Cc1ccccc1)c1ccco1,35%,-1.9%,4.5,56,-3.0%,-2.6%,3%,-11%,6%,-56%,
COc1ccc(NC(=O)c2ccccc2NC(=O)CSc2ccc(C)cc2)cc1,-4%,?,0.4,38,0.6%[50 µM],1.9%,7%,-2%,-3%,2%,
CCOC(=O)c1ccccc1NC(=O)COC(=O)C(CC(C)C)NC(N)=O (stereo unspecified),6%,-0.6%,0.0,30,-0.4%,-1.9%,-2%,25%,3%,-2%,
O=C(CN1CCN(C(=O)c2ccco2)CC1)Nc1ccc(Br)cc1,-5%,-0.1%,0.0,46,-0.6%,0.1%,1%,5%,-1%,2%,
O=C(CCCc1nc(-c2ccc(Cl)cc2)no1)NC1CCCCC1,0%,-1.3%,-1.2,63,-0.8%,1.7%,7%,6%,-2%,-4%,
COc1ccc(Cl)cc1-c1nc(SCC(=O)NC2CCS(=O)(=O)C2)n[nH]1 (stereo unspecified),.,.,-0.5,84,0.8%[50 µM],2.5%,4%,.,.,0%,
O=C(O)c1cccc(NC(=S)N/N=C/c2c[nH]c3ccccc23)c1,28%,-0.5%,0.7,81,-0.2%,0.5%,2%,31%,-9%,0%,
O=C(NCCC(=O)N1CCCC1)c1ccccc1Cl,8%,-0.3%,3.2,63,0.0%,1.0%,9%,7%,5%,5%,
Cc1cccc(C(=O)NNC2=C(C(=O)C(F)(F)F)CCC2)c1O,4%,-0.4%,0.4,57,0.9%,-0.7%,13%,-4%,2%,14%,
Cc1cc(NCc2ccccc2)n2ncc(-c3ccccc3)c2n1,4%,-0.6%,9.5,63,0.8%[50 µM],13%,.,20%,7%,-5%,
CCOC(=O)c1ccc(CSc2nnc(-c3ccncc3)n2N)cc1,73%,-0.1%,0.0,52,-0.1%,5.1%,2%,18%,-3%,-8%,
O=C(O)c1ccc(N/C(=N\S(=O)(=O)c2ccc(Cl)cc2)c2ccccc2)cc1,3%,0.2%,2.7,67,0.6%,-0.6%,11%,-9%,-4%,5%,
O=C1OCc2ccc(NC(=O)C3CC3)cc21,1%,0.1%,-0.3,51,-0.3%,-0.4%,0%,9%,-4%,-7%,
Cc1cccc(CSc2ccc3nnc(-c4ccccn4)n3n2)c1,13%,-1.1%,1.9,55,0.3%,5.8%,16%,5%,-7%,-1%,
O=C(Nc1ccc(N2CCN(Cc3ccccc3F)CC2)cc1)c1ccc([N+](=O)[O-])o1,10%,-1.7%,42*,71*,-0.2%,-2.0%,7%,-2%,3%,-7%,
CC(C)=CCC/C(C)=C/Cc1c(O)ccc(C(=O)/C=C/c2ccc(O)cc2)c1O,12%,?,9.5,100,-0.2%,-3.9%,-1%,-1%,-6%,-13%,
CCOC(=O)c1cncc(NC(=O)c2ccccc2)c1,-3%,0.0%,-0.2,68,0.4%,0.3%,2%,-1%,1%,-1%,
CCCCCCSc1nc(O)c(C2OC(=O)c3c2ccc(OC)c3OC)c(=O)n1CC (stereo unspecified),18%,-0.3%,4.1,51,0.2%,5.0%,13%,0%,2%,57µM*,
CCN1C(=O)[C@H]2[C@@H](c3ccc(-c4cccc(Cl)c4)cc3)N[C@@](CC(C)C)(C(=O)OC)[C@H]2C1=O,.,.,4.9,51,-0.4%,.,5%,.,.,-2%,
CC1CCc2[nH]c3ccc(C(=O)N(C)CC(=O)Nc4ccccc4C(F)(F)F)cc3c2C1 (stereo unspecified),28%,.,4.2,55,0.6%[50 µM],15%,2%,.,.,10%,
Cc1ccc(OCCCC(=O)N(C)CC(=O)Nc2ccccc2Br)cc1,13%,.,1.1,63,0.2%[50 µM],6.2%,-10%,.,.,3%,
N#Cc1cccc(C(c2nnnn2CCc2ccccc2)N2CCN(C3CCCCC3)CC2)c1 (stereo unspecified),-2%,-0.6%,0.9,39,1.4%,-1.0%,6%,0%,-2%,-6%,
COc1ccc(N2CCN(C(=O)c3ccc(-c4nc5ccccc5s4)o3)CC2)cc1,.,.,7.9,59,0.3%[50 µM],0.8%,7%,.,.,-3%,
COc1ccccc1C1(O)CC2CCC(C1)N2S(=O)(=O)c1ccc(C(C)=O)cc1 (stereo unspecified),-1%,-0.4%,-0.7,55,3.0%,0.4%,6%,-1%,-3%,1%,
C[C@H](CO)N1C[C@H](C)[C@@H](CN(C)S(=O)(=O)c2ccccc2)Oc2c(NC(=O)C3CCCCC3)cccc2C1=O,.,.,2.0,53,-0.5%,.,2%,.,.,0%,
CC1(CCc2ccccc2)NC(=O)N(Cc2cc([N+](=O)[O-])cc3c2OCOC3)C1=O (stereo unspecified),6%,0.1%,2.8,41,0.2%,-0.1%,6%,-8%,-1%,-2%,
c1ccc(-c2csc(Nc3cccnc3)n2)cc1,11%,-0.6%,3.6,52,2.3%,11%,3%,-16%,-6%,-5%,
COC(=O)c1ccc(C(=O)N(Cc2ccccc2)c2ccccc2)cc1,29%,.,-0.5,54,-0.4%,2.8%,6%,11%,-1%,0%,
O=[N+]([O-])c1ccc(-c2nnc3n2CCCCC3)cc1,22%,-0.3%,0.4,56,2.1%[50 µM],1.0%,6%,6%,0%,-2%,
O=C(NCc1ccc2c(c1)OCO2)Nc1cccc(Cl)c1,13%,-0.7%,-0.6,57,0.3%,15%,12%,13%,-2%,-6%,Dengue-2 NS5 capping pilot replicate=-5.2
FC(F)Oc1ccc(NC(=S)NCc2cccnc2)cc1,-3%,-0.7%,2.9,71,0.0%,3.3%,1%,-7%,3%,2%,
COc1ccc(C(C(=O)NC2CCCCC2)N(C(=O)c2sc(C)nc2C)c2ccccc2)cc1 (stereo unspecified),-2%,-0.9%,-1.0,69,0.1%,1.3%,13%,-1%,-5%,1%,
O=S(=O)(NCC(Nc1ccccc1)c1ccccc1)c1ccc(Cl)cc1 (stereo unspecified),4%,-1.3%,44*,68*,-0.7%[50 µM],2.6%,5%,0%,-5%,-3%,
NC(=O)N/N=C/c1cc(Br)ccc1OC(=O)c1ccccc1,8%,-0.8%,3.6,85,0.1%,12%,10%,6%,11%,-4%,
O=C(O)c1cccc(-c2ccc(/C=N/n3cnnc3)o2)c1,-11%,-0.1%,0.2,59,0.2%,0.2%,12%,9%,-6%,3%,
COc1ccc(N(CN2C(=O)C3CC=CCC3C2=O)C(=O)c2ccco2)cc1 (stereo unspecified),5%,-0.5%,-0.2,79,6.2%,0.4%,4%,2%,-3%,-1%,
Cc1cccc(N(CC(=O)NCc2ccc3c(c2)OCO3)C(=O)CCC(=O)Nc2ccccn2)c1,3%,-0.2%,-1.2,97,0.8%,0.4%,10%,0%,4%,-6%,
CCOc1cc(N2CCCC2)ccc1[N+](=O)[O-],-1%,-1.0%,-0.3,48,-2.7%,14%,4%,-3%,-1%,-11%,
Cc1cccc(CCNS(=O)(=O)c2ccc3c(c2)NC(=O)CS3)c1,18%,0.0%,4.0,68,-0.2%,17%,10%,5%,-3%,-4%,
COCCN(CCOC)C(=O)COC(=O)c1cc([N+](=O)[O-])ccc1Cl,18%,0.1%,1.7,49,0.1%,1.1%,0%,10%,1%,-13%,
COc1ccc(CNC(=O)c2ccc(S(=O)(=O)N3CCCC3)cc2)cc1OC,8%,-0.2%,0.0,53,0.6%,1.7%,9%,0%,-2%,-6%,
COc1ccccc1Cn1nnc2c(=O)[nH]c(C3CCN(C(=O)c4ccc(F)cc4)CC3)nc21,16%,1.1%,2.1,41,0.2%,-1.1%,13%,-11%,-1%,2%,
CC1CCN(c2oc(Cc3cccc4ccccc34)nc2C#N)CC1,3%,-0.8%,0.5,36,1.3%,17%,10%,2%,2%,-5%,
NNC(=O)c1ccc(S(=O)(=O)N2CCc3ccccc32)cc1,-3%,-0.5%,-1.0,56,1.0%,-1.1%,4%,7%,-5%,.,
O=C(CCC(=O)N1CCN(c2ccccc2F)CC1)N1CCN(c2ccc(F)cc2)CC1,9%,-1.0%,-0.7,54,-0.2%,1.3%,4%,0%,4%,-4%,
COc1cccc(-c2nc(C(=O)NCC3CCCO3)cc3c2[nH]c2ccccc23)c1 (stereo unspecified),11%,-1.4%,7.1,80,4.2%,22%,-2%,16%,1%,8%,
CCCS(=O)(=O)NCCc1cc2c(C)ccc(C)c2[nH]c1=O,2%,-0.5%,1.7,58,0.2%,0.5%,13%,-5%,-2%,1%,

# Grouped by structure: those above containing bromine.
SMILES,Large T inhibition,West Nile virus CPE,NTR1 ag,NTR1 ag cell count 20 µM,K1F lysis inhibition,RSV CPE inhibition,MgcRacGAP inhibition,AID2073,SIAH1 antagonists,Dengue-2 NS5 capping,others
O=C(CN1CCN(C(=O)c2ccco2)CC1)Nc1ccc(Br)cc1,-5%,-0.1%,0.0,46,-0.6%,0.1%,1%,5%,-1%,2%,
Cc1ccc(OCCCC(=O)N(C)CC(=O)Nc2ccccc2Br)cc1,13%,.,1.1,63,0.2%[50 µM],6.2%,-10%,.,.,3%,
NC(=O)N/N=C/c1cc(Br)ccc1OC(=O)c1ccccc1,8%,-0.8%,3.6,85,0.1%,12%,10%,6%,11%,-4%,

# 3 compounds out of the list, sorted by SMILES length, high to low.
SMILES,Large T inhibition,West Nile virus CPE,NTR1 ag,NTR1 ag cell count 20 µM,K1F lysis inhibition,RSV CPE inhibition,MgcRacGAP inhibition,AID2073,SIAH1 antagonists,Dengue-2 NS5 capping,others
COc1cccc(-c2nc(C(=O)NCC3CCCO3)cc3c2[nH]c2ccccc23)c1 (stereo unspecified),11%,-1.4%,7.1,80,4.2%,22%,-2%,16%,1%,8%,
CCCS(=O)(=O)NCCc1cc2c(C)ccc(C)c2[nH]c1=O,2%,-0.5%,1.7,58,0.2%,0.5%,13%,-5%,-2%,1%,
CC1CCN(c2oc(Cc3cccc4ccccc34)nc2C#N)CC1,3%,-0.8%,0.5,36,1.3%,17%,10%,2%,2%,-5%,
